TROY NFkB inh – inhibitors of TROY-dependent NF-kB signaling; inhibition, % at 10 µM; AID 1347056; hit rate 0.98% among 360,000; Q293 LMP1-TROYcd NF-kB luciferase reporter, 4 h;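 active means compounds whose plate-normalised and pattern-corrected inhibition of the luciferase reporter signal at the single screening dose is 50% or more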
Shn3 inh set2 – reduces Shn3 3'UTR luciferase signal in osteoblasts. hit rate 0.52% among 360,000. Clone20 osteoblast Shn3 3'UTR firefly luciferase, 24 h. AID 588674. inhibition, % at 12.5 µM;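 active means mean inhibition of at least 75% with every replicate also reaching 75%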;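 further: 0% = median of neutral control wells and 100% = pilot-screen positive control compound; some compounds past the cut are filed as inactive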
TWEAK-Fn14 inh – TWEAK-Fn14 signaling inhibition | TWEAK-stimulated Fn14 reporter cells, luciferase luminescence, 8 h | inhibition, % at 10 µM | hit rate 2% among 360,000 | AID 1159606; in the data active means inhibition above about 50%
HIF-2a block – blocks HIF-2a reporter activity | 786-0 RCC cells HIF-2a reporter, luciferase luminescence, overnight | inhibition, % at 18.8 µM | hit rate 0.72% among 360,000;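 active means inhibition of the luminescence signal of 40% or more relative to plate controls, in a single-dose primary screen at 18.75 µM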
C8 TRAIL sens – caspase-8 TRAIL sensitization. AID 624354. NB7+C8 cells + TRAIL, ATPlite viability luminescence. inhibition (viability loss, TRAIL sensitization), % at 10 µM. hit rate 1% among 360,000;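 active means compounds causing at least 50% loss of cell viability in the single-dose screen, relative to plate controls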
NR2E3 ag-1 – human photoreceptor-specific nuclear receptor agonism. Q9Y5X4. CHO-S Gal4-NCOR/VP16-NR2E3 two-hybrid, luciferase. inhibition of corepressor binding, % at 3.98 µM. hit rate 0.35% among 360,000. AID 602229;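 active means inhibition above the mean of all tested compounds plus 3 SD, cut at about 70% in these data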;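 further: 0% = DMSO with NR2E3 transfected cells and 100% = cells lacking NR2E3 construct; higher means lower luciferase signal from less NR2E3 corepressor binding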
Target sequence (Q9Y5X4 whole entry, looked up, the tested form may be a part): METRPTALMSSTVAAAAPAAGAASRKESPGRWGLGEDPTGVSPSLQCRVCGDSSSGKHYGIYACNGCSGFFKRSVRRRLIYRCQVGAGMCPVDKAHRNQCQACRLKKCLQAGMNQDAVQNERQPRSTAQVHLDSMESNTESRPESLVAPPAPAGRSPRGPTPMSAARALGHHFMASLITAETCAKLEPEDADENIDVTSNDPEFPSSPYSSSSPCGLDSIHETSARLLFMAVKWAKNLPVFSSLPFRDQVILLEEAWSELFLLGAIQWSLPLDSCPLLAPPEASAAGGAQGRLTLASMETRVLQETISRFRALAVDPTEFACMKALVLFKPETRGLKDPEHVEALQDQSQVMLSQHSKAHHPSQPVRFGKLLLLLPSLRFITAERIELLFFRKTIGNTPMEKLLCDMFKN
KKLEB tox – reduces viability of KKLEB cystic fibrosis airway cells | KKLEB CF airway cells viability, ATPlite luminescence, overnight; stronger effect = lower value; cells stimulated with P. aeruginosa culture filtrate | activity change (cytotoxicity), % at 5 µM | hit rate 0.36% among 360,000;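 active means corrected activity change at or below -50% at 5 µM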
NR2E3 ag-2 – agonists of human nuclear receptor NR2E3; Q9Y5X4; GST-NR2E3/biotin-RetCOR TR-FRET, 1536-well; inhibition of corepressor binding, % at 4.78 µM; hit rate 0.12% among 320,000; AID 2300;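 active means percent inhibition above the cutoff of mean plus 3 SD of all tested compounds, set per screening campaign, cut at about 20% in these data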;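 further: 0% = DMSO wells and 100% = biotin wells as full block of FRET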
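Test system: GST-NR2E3 and biotin-RetCOR proteins | Quantity: 1.35 nM GST-tagged NR2E3 final | Medium: Tris pH 7.5 | Also added: 7 nM biotin-RetCOR | Dosing: Compound at 4.8 µM, single dose | Timing: 5 h at 4 °C | Detection: Time-resolved FRET | Read-out basis: Percent inhibition | Benchmarks: Biotin wells as high control, 0.6% DMSO wells as low control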
Peg3 promoter – inhibitors of Peg3 promoter; HeLa PEG-Prom luciferase reporter, luminescence, overnight; inhibition, % at 20 µM; hit rate 1.7% among 360,000; AID 588405;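 active means inhibition of at least 50% at 20 µM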
CF NFkB inh – cystic fibrosis NF-kB activation inhibition; inhibition, % at 5 µM; hit rate 0.86% among 360,000; AID 588850; KKLEB NF-kB-GFP reporter, PAF-induced, GFP fluorescence overnight;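 active means at least 50% inhibition at 5 µM, scaled per plate between neutral and stimulator controls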;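 further: PAF is a Pseudomonas aeruginosa culture filtrate used as stimulus; plate controls were PAF-stimulated DMSO wells for no effect and unstimulated DMSO wells for full effect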
TRPM1 prom inh – reduces MITF-dependent TRPM1 promoter luciferase signal. SK-MEL-5 TRPM1 promoter luciferase, 24 h. inhibition, % at 12.5 µM. hit rate 0.83% among 330,000. AID 488899;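 active means mean inhibition across replicates of 60% or more, whatever share of single replicates reaches that level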; further: values of inactives mirror those of a sister screen read the other way
* hit, by the source's call; . = not tested or not shown. Only part of the results is shown (hit frequency here may not be typical).

SMILES	TROY NFkB inh	Shn3 inh set2	TWEAK-Fn14 inh	HIF-2a block	C8 TRAIL sens	NR2E3 ag-1	KKLEB tox	NR2E3 ag-2	Peg3 promoter	CF NFkB inh	TRPM1 prom inh
COc1cccc(NC(=O)CN(C)CC(=O)NCc2ccc(F)cc2)c1	-5	-26	3	9	-9	-13	20	.	0	-7	7
O=C1CCC(=O)N1OCCCCOc1ccccc1	-13	-16	2	9	2	-18	12	2	-15	-5	-21
Cc1ccc(C(=O)N/C(=C\c2cccs2)C(=O)NCC2CCCO2)cc1C (stereo unspecified)	8	-3	-11	12	-10	3	9	5	10	-21	-10
COc1ccccc1N1CCN(CCOc2c(OC)cccc2OC)CC1	3	8	13	11	6	-1	3	-1	0	4	3
Cc1ccccc1NC(=O)C1CCN(S(=O)(=O)c2cccc3nonc23)CC1	23	3	2	9	16	-23	9	1	11	-11	2
Cc1nnc(SCC(=O)Nc2ccc3c(c2)OCO3)o1	-5	3	-5	3	2	6	2	2	11	-8	7
Cc1cc(C)c2[nH]c(C(=O)Nc3ccc4c(c3)OCO4)cc2c1	-16	-10	19	-158	2	-35	18	-2	-173	-12	-42
CCOC(=O)CSc1nnc(N)s1	-2	8	6	14	-4	-27	-7	-2	8	1	-3
O=c1ccc2nc3ccccc3sc-2c1	13	10	19	-41	1	-30	8	.	-89	32	.
C=CCn1c(SCC(=O)NCc2ccc3c(c2)OCO3)nnc1C1COc2ccccc2O1 (stereo unspecified)	13	-17	-24	16	-6	-13	5	3	7	-7	6
COc1ccccc1NS(=O)(=O)c1ccc(NC(C)=O)cc1	16	6	14	11	1	11	-14	2	13	4	19
O=C(CSc1ccc2nnc(-c3ccccn3)n2n1)Nc1ccccc1	-2	8	5	8	-2	-8	-2	4	8	-4	-2
CSCc1ccc(C(=O)Nc2ccc(C(N)=O)cc2)cc1	-54	-31	-8	-207	33	-113	-1	-1	-106	5	-70
S=c1[nH]nc(-c2ccccn2)n1/N=C/c1ccc(-c2ccccc2Cl)o1	-24	-15	-108	-42	9	-28	-1	1	8	-14	2
CCc1noc(C)c1C(=O)N1CCCC(N2CCN(c3ccc(F)cc3)CC2)C1 (stereo unspecified)	-14	6	13	9	-20	15	6	0	6	8	2
COC(=O)[C@H]1C[C@H](OC(=O)NCc2ccccc2F)[C@@]2(O)CN(S(=O)(=O)c3ccc(C)cc3)CC2[C@H]1C(=O)OC (stereo partly specified)	-24	-1	-30	-8	-4	-22	-5	.	10	0	.
COc1ccc(-c2ccc(F)cc2)cc1[C@H]1[C@H]2C=CC[C@@H](C)[C@@H]2C(=O)N1Cc1ccccc1	-12	22	-17	11	21	-6	-2	4	16	75*	-12
Cc1nc(NCc2ccco2)c2oc3ccccc3c2n1	10	24	2	0	13	5	-6	-3	7	-5	-2
Cc1cccc(C2c3[nH]c4ccccc4c3CCN2Cc2cccn2-c2ncccn2)c1 (stereo unspecified)	-15	8	-11	-11	18	-22	1	3	0	-3	-4
O=C(CCC(=O)Nc1ccccc1Cl)NNC(=O)NC1CCCCC1	-6	-4	3	3	5	-9	9	6	21	-1	-4
Cc1ccc(NS(=O)(=O)c2cccc(C(=O)NCC(c3ccco3)N3CCCCC3)c2)cc1 (stereo unspecified)	11	15	15	9	16	7	8	1	5	-13	3
CC(=O)Nc1ccc(NC(=O)COC(=O)c2cnccn2)cc1	21	5	9	15	1	-26	2	0	0	-7	4
O=C(COc1ccc(S(=O)(=O)N2CCOCC2)cc1)Nc1ccc(Br)cc1	-24	33	-3	-10	-7	3	6	.	17	8	-4
O=C(Nc1ccc(S(=O)(=O)NC2=NCCCCC2)cc1)c1cc(F)c(F)cc1Cl	-8	12	-3	5	-4	3	-1	.	-194	4	6
Cc1occc1C(=O)NC(C)c1ccc2c(c1)OCO2 (stereo unspecified)	-32	-4	-7	-1	-16	-14	3	0	8	10	-3
Additional results follow:
SMILES	TROY NFkB inh	Shn3 inh set2	TWEAK-Fn14 inh	HIF-2a block	C8 TRAIL sens	NR2E3 ag-1	KKLEB tox	NR2E3 ag-2	Peg3 promoter	CF NFkB inh	TRPM1 prom inh
Cc1c(NC(=O)c2ccc(Br)o2)cccc1C(=O)O	-27	-16	-11	-77	-17	-30	2	2	-74	-3	-6
Cc1cc(C(=O)CSc2nnc3ccccn23)c(C)n1-c1ccccc1	79*	79	101*	84*	53*	62	3	-1	101*	-18	78*
Cc1nn(CC(=O)NCc2ccccc2F)c(C)c1[N+](=O)[O-]	5	5	-15	16	-8	-17	7	3	-5	-17	27
CCOC(=O)NC(=O)/C(C#N)=N/Nc1ccc(F)cc1	14	-2	15	4	-11	-9	2	-2	6	-4	-8
Cc1ccc(Cl)cc1NC(=O)C1C2CCC(O2)C1C(=O)O (stereo unspecified)	12	-12	10	11	-3	-28	4	5	-4	-5	.
COc1cc2cc(CN(Cc3nnnn3Cc3ccco3)C3CCCCC3)c(=O)[nH]c2cc1OC	12	39	2	15	-10	6	3	0	12	-9	-4
Cc1ccc(-c2ccc(=O)n(Cc3c(F)cccc3Cl)n2)cc1	-4	9	-8	-71	-5	-41	11	.	-21	-23	0
O=C(COC(=O)c1ccc(S(=O)(=O)N2CCCC2)cc1)NCc1ccc(Cl)cc1	3	8	-8	3	7	8	7	3	24	-6	5
O=C(O)C(Cc1ccc(OS(=O)(=O)Cc2ccccc2)cc1)NS(=O)(=O)Cc1ccccc1 (stereo unspecified)	15	2	-3	12	-13	6	16	.	15	5	13
Cn1cc(-c2nnc(-c3ccccc3)o2)c2ccccc21	-27	-57	42	-191	40	-122	-15	2	-169	-21	-16
O=C(CCn1c(=O)[nH]c2ccsc2c1=O)N1CCN(c2ccc([N+](=O)[O-])cc2)CC1	11	10	4	28	1	11	-6	2	29	13	5
Cc1ccc(CNC(=O)Cn2cccc2C(=O)c2ccccc2)cc1	-28	8	-20	-56	-32	-2	-12	1	-44	-6	4
COc1cccc(C(=O)NNc2c3ccccc3nc3ccccc23)c1	-40	6	-71	-28	-4	3	-1	-5	14	-35	0
CCN(CC(=O)Nc1c(F)cccc1F)C(=O)Cc1ccsc1	-11	1	16	10	0	-2	14	2	-1	-8	2
COC(=O)C1=C(CCc2ccccc2)NC(=O)NC1c1ccc(Br)cc1 (stereo unspecified)	-18	-9	25	19	3	-15	-11	4	27	18	-10
COc1ccc(-c2cc(C(=O)Nc3sc4c(c3C#N)CCCC4)c3ccccc3n2)cc1OC	-10	12	0	9	5	6	3	4	17	-1	5
CCOC(=O)C1=C(NC(=S)NC(=O)c2ccccc2)c2ccccc2CC1C(C)C (stereo unspecified)	-20	27	-13	5	10	6	-5	0	34	11	2
CCOC(=O)c1sc(NC(=O)/C=C/c2c(F)cccc2Cl)nc1C	-25	11	-11	-29	6	-9	6	2	43	1	7
CCC(C)NC(=O)c1cc(-c2ccc(OC)cc2)on1 (stereo unspecified)	-37	-64	2	-192	6	-138	9	-2	-249	-5	-98
COc1ccccc1NS(=O)(=O)c1cccc(C(=O)NN)c1	6	8	2	15	3	18	7	-3	25	8	-5
COc1cc(NC(=O)CSc2nc3ccccc3c(=O)n2C)ccc1NC(=O)c1ccco1	17	7	13	-24	6	2	-6	-2	-5	-2	0
CCOc1ncccc1C(=O)NCCc1ccc(OC)cc1	3	-3	17	-3	24	-13	-2	8	13	5	7
Cc1cccc(C(=O)OCC(=O)NC23CC4CC(CC(C4)C2)C3)c1O	3	-27	-16	-23	-3	-13	-10	.	-113	21	-50
CCC1CCCCN1C(=O)CSc1nnc(-c2ccc(Cl)cc2)o1 (stereo unspecified)	-40	-10	3	-84	42	-8	-9	3	-67	10	.
CC1CCN(C(=O)c2ccc(N3C(=O)c4ccccc4C3=O)cc2)CC1	5	15	11	5	12	-3	2	1	7	20	13

Exported with bars between the fields: 2 of the compounds above
Molecule | TROY NFkB inh | Shn3 inh set2 | TWEAK-Fn14 inh | HIF-2a block | C8 TRAIL sens | NR2E3 ag-1 | KKLEB tox | NR2E3 ag-2 | Peg3 promoter | CF NFkB inh | TRPM1 prom inh
COC(=O)[C@H]1C[C@H](OC(=O)NCc2ccccc2F)[C@@]2(O)CN(S(=O)(=O)c3ccc(C)cc3)CC2[C@H]1C(=O)OC (stereo partly specified) | -24 | -1 | -30 | -8 | -4 | -22 | -5 | . | 10 | 0 | .
COc1ccc(-c2ccc(F)cc2)cc1[C@H]1[C@H]2C=CC[C@@H](C)[C@@H]2C(=O)N1Cc1ccccc1 | -12 | 22 | -17 | 11 | 21 | -6 | -2 | 4 | 16 | 75* | -12

Going on with the list:
SMILES	TROY NFkB inh	Shn3 inh set2	TWEAK-Fn14 inh	HIF-2a block	C8 TRAIL sens	NR2E3 ag-1	KKLEB tox	NR2E3 ag-2	Peg3 promoter	CF NFkB inh	TRPM1 prom inh
O=[N+]([O-])c1cccc(CON=Cc2cc(Cl)ccc2O)c1	-24	-6	-12	-5	17	-53	15	.	-23	-12	.
Cc1cc(C)c(C)c(S(=O)(=O)Nc2ccccc2C(=O)NCCCN2CCOCC2)c1C	3	10	-3	14	-24	20	-13	-2	8	12	2
COc1ccccc1-n1cnnc1SCC(=O)Nc1ncc(Cl)cc1Cl	7	-1	-4	5	3	-17	4	1	7	1	5
CCOC(=O)C1C(=O)CC(C)(O)C(C(=O)OCC)C1c1cccc(OC)c1 (stereo unspecified)	-21	-8	-14	9	1	-7	5	3	-9	1	-14
O=c1cc(SCc2ccccc2)nc[nH]1	-7	-3	9	-3	9	7	-2	.	-1	-4	6
O=C(O)C(c1ccccc1)C1(O)CC2CCC1C2 (stereo unspecified)	-4	-28	7	-11	-7	2	-15	.	-8	1	1
Cc1cc(C)n(-c2nc3c(c(=O)[nH]c(=O)n3C)n2C)n1	29	3	14	11	2	-11	-2	-3	7	2	10
CC(Oc1cccnc1[N+](=O)[O-])C(=O)Nc1ccc(Cl)cn1 (stereo unspecified)	1	3	-1	-13	-13	1	-13	1	-14	1	4
CCOc1cc(CNc2ccccc2)cc(Br)c1OCc1ccccc1F	13	36	15	18	-21	-24	4	3	30	1	-5
Nc1cc(-c2ccc(Cl)cc2)nn1-c1ccccc1	-51	-47	-32	-365	17	-125	4	-1	-325	-22	-114
COc1ccc(CCN2C(=O)NC(NS(=O)(=O)c3ccc(NC(C)=O)cc3)(C(F)(F)F)C2=O)cc1OC (stereo unspecified)	9	-4	7	15	-1	-2	-6	2	16	11	0
CCOC(=O)c1cc2sccc2n1Cc1ccc(C#N)cc1	8	9	-20	1	-1	-15	3	2	15	4	-17
COc1ccc(-n2c(SCC(=O)Nc3cccc(C(=O)O)c3)nnc2-c2ccco2)cc1	-6	-4	13	11	-2	-6	11	2	1	3	1
CCNC(=O)COc1ncnc2scc(-c3ccc(F)cc3)c12	16	5	-5	9	10	3	-8	-2	-5	8	7
COC(=O)c1ccccc1NC(=O)CCS(=O)(=O)c1ccc(Br)cc1	0	5	-1	21	-7	-14	2	.	-5	-3	7
C/C(=N\NC(=O)c1ccn(C)n1)c1ccc(NC(=O)c2cccc(F)c2)cc1	-29	-42	-26	-193	6	-74	8	-5	-142	4	-29
O=C(N/N=C/c1ccccn1)c1ccc(S(=O)(=O)N2CCCCCC2)cc1	6	-12	0	15	-3	9	2	-2	8	-11	-12

Assay outcomes deposited in PubChem by several laboratories.
